Screening data from PubChem.
NCI-60 one-dose screen, 48 h, at 10 µM unless noted. Numbers give growth in % (100 = growth as untreated, 0 = no growth, -100 = all killed).
A498 = A498 renal cancer cells | 76,000 compounds, 5.4% hits
NCI-H522 = NCI-H522 lung cancer; 78,000 compounds, 8% hits; AID 1794739
NCI-H23 = NCI-H23 lung cancer. 80,000 compounds, 4% hits. AID 1794731
NCI-H460 = NCI-H460 lung cancer; AID 1794736; 82,000 compounds, 6.8% hits
NCI-H322M = NCI-H322M lung cancer. 80,000 compounds, 2.7% hits. AID 1794733
RXF 393 = RXF 393 renal cancer cells; 77,000 compounds, 6.9% hits; AID 1794773
NCI-H226 = NCI-H226 lung cancer; 79,000 compounds, 3.5% hits; AID 1794732
COLO 205 = COLO 205 colon cancer; 79,000 compounds, 7.3% hits; AID 1794742
HT29 = HT29 colon cancer; 81,000 compounds, 7.4% hits; AID 1794748
Starred values were filed as active, the others as inactive; x = no result given. How the source made its calls: active means growth percent below 10; inactive means the rest.

SMILES	A498	NCI-H522	NCI-H23	NCI-H460	NCI-H322M	RXF 393	NCI-H226	COLO 205	HT29
CC(OCc1ccccc1)[C@@H]1N=C(c2ccc(Br)cc2)Nc2nc3ccccn3c2C1=O (stereo partly specified)	65	93	73	90	91	88	76	97	102
CCN1CCN(CC(=O)Nc2nc3ccc(NCc4ccccc4)cc3s2)CC1	44	98	87	102	88	76	86	91	76
COC(=O)[C@@H](C)CNS(=O)(=O)N(c1cc(C(F)(F)F)cc(C(F)(F)F)c1)C1CCN(Cc2ccc(F)cc2)CC1	66	56	67	62	79	x	70	-43*	19
CCOC(=O)/C(C#N)=N/Nc1cccc2c1C(=O)c1ccccc1C2=O	x	88	95	112	95	114	113	104	92
COc1cc(/C=C/c2nnc(-c3[nH]nc4c3CCc3ccccc3-4)o2)cc(OC)c1OC	105	80	88	105	108	93	70	92	98
Cc1cc(-c2ccc(N=Nc3c(S(=O)(=O)O)cc4cc(S(=O)(=O)O)cc(N)c4c3O)c(C)c2)ccc1N=Nc1c(S(=O)(=O)O)cc2cc(S(=O)(=O)O)cc(N)c2c1O	93	88	82	96	81	75	82	110	95
COc1cc2c(c(OC)c1OC)C(=O)CC(c1cccc(NC(=O)c3cc(NC(=O)[C@H](C)N)ccc3Cl)c1)O2 (stereo partly specified)	81	1.3*	x	51	81	32	49	74	59
O=C(O)c1ccc(N2CCCCC2)cc1O	103	89	94	102	101	105	107	102	108
O/N=C\c1c(O)ccc2ccccc12	63	99	106	92	108	106	103	109	98
CCOC(=O)/C=C1/SC(N2CCCCC2)C(=O)N1CC (stereo unspecified)	98	75	93	107	94	83	80	94	118
NNc1cc(C(F)(F)F)nc2ccc(Br)cc12	94	77	100	101	106	106	90	110	108
CSc1nc2sc3cc(Cl)c(Cl)cc3n2c(=N)c1C#N	116	89	85	99	104	149	95	122	95
COc1cc(/C(C)=C(\c2ccc(Cl)cc2)c2ccc(OCCN3CCCCC3)cc2)ccc1F	91	79	87	51	99	x	100	55	16
NS(=O)(=O)c1ccc(NC(=O)C(O)C(O)C(O)C(O)CO)cc1 (stereo unspecified)	113	109	100	99	108	118	94	108	101
CC/C(=C(\c1ccc(O)cc1)c1ccc(OCCN(C)CCN(C)C(=O)CCCCC(=O)c2c(C)[nH]c(/C=C3\N=C(c4ccc[nH]4)C=C3OC)c2C)cc1)c1ccccc1	67	84	94	77	89	83	91	91	29
N#Cc1c(N)nc2c(c1N)C(c1ccccc1Cl)C1=C(CCCC1=O)N2c1sc2c(c1C#N)CCCC2 (stereo unspecified)	x	87	99	95	97	99	99	92	85
CC(=O)CC(=O)Nc1ccc(Cl)cc1	x	102	95	107	105	113	108	114	106
CCOC(=O)N1CCC(N=C2CSc3nnc(-c4cc(C(F)(F)F)cc(C(F)(F)F)c4)n3N2)CC1	22	x	15	18	67	x	29	-9.9*	-3.6*
CCCCCN1C(=O)/C(=c2\sc3n(c2=O)NC2C(N=3)N(CC)C(=O)N2CC)c2cc(C)ccc21 (stereo unspecified)	110	96	102	99	105	116	92	119	115
CC(=O)N(C)SCC(NC(=O)C(Cc1ccccc1)NC(=O)OCc1ccccc1)C(=O)NC(Cc1ccccc1)C(=O)NC(Cc1cn(C=O)c2ccccc12)C(=O)NC(CCCCNC(=O)OCc1ccccc1)C(=O)NC(C(=O)NC(CSN(C)C(C)=O)/C(O)=N\O)C(C)OCc1ccccc1 (stereo unspecified)	118	93	106	97	106	109	95	105	99
CONC1=Nc2cc(NC(N)=NCc3ccccc3)c(N(C)C3CCCCC3)cc2OC1	82	59	68	60	87	41	67	-36*	30
BrC(Br)(Br)c1cnc2ccccc2n1	x	-61*	64	8.6*	75	-31*	21	-86*	-65*
CN(C(=O)Cn1ccnc1)C(c1ccccc1)c1ccccc1	83	91	95	102	101	101	98	106	108
Cc1ccc(C(=O)Nc2ccc(C(=O)NC(=S)Nc3ccc(S(N)(=O)=O)cc3)cc2)cc1	125	88	101	96	104	135	92	113	86
Cn1c(=O)c2c(nc(C#N)n2C)n(C)c1=O	109	94	111	109	110	115	107	116	99
FC(F)(F)c1cccc([Si](F)(c2cccc(C(F)(F)F)c2)c2cccc(C(F)(F)F)c2)c1	90	53	43	74	91	88	70	102	59
CC(=O)OCC(=O)C1(O)C(C)CC2C3C=C(C)C4=Cc5c(cnn5-c5ccccc5)CC4(C)C3C(O)CC21C (stereo unspecified)	x	4.6*	8.5*	6.3*	58	-5.1*	43	-70*	-55*
C=C(Cl)CSc1ncnc2nc[nH]c12	90	110	120	98	122	109	99	104	112
C[C@]12CC[C@H](O)CC1=CC[C@@H]1[C@@H]2CC[C@]2(C)C3C(=O)C=C4CCCCC4C3C[C@@H]12 (stereo partly specified)	104	89	111	105	99	94	91	104	100
COc1cccc(C2=NN(c3ccc(-c4ccccc4)nn3)C(c3ccc(F)c(OC)c3)C2)c1 (stereo unspecified)	76	91	90	97	102	111	93	97	83

The last two compounds of the part before lead into the next:
SMILES	A498	NCI-H522	NCI-H23	NCI-H460	NCI-H322M	RXF 393	NCI-H226	COLO 205	HT29
C[C@]12CC[C@H](O)CC1=CC[C@@H]1[C@@H]2CC[C@]2(C)C3C(=O)C=C4CCCCC4C3C[C@@H]12 (stereo partly specified)	104	89	111	105	99	94	91	104	100
COc1cccc(C2=NN(c3ccc(-c4ccccc4)nn3)C(c3ccc(F)c(OC)c3)C2)c1 (stereo unspecified)	76	91	90	97	102	111	93	97	83
CCOC(=O)C1=C(C)N=C2Sc3cc(C)c(C)cc3N2[C@H]1c1ccccn1	x	68	82	96	91	x	78	84	85
CC1(O)CC(CI)OC(c2ccc(Cl)cc2)C1 (stereo unspecified)	111	88	98	124	96	53	86	123	100
O=C(CSc1nc2sc3c(c2c(=O)n1-c1ccc(Cl)cc1)CCCC3)NNC(=O)c1ccc(Br)cc1	127	64	56	77	53	76	45	120	100
Cn1cc(-c2cc3nc(-c4c[nH]c5ccc(F)cc45)cc(N)n3n2)c2ccccc21	106	99	x	115	104	112	106	117	106
Cc1nc2sc(C(=O)Nc3ccccc3)c(N)c2cc1C(=O)/C=C/c1ccccc1	9.7*	-42*	11	-71*	11	-75*	5.2*	14	-64*
CC(=O)C(N=Nc1ccc(C)cc1[N+](=O)[O-])C(=O)Nc1ccccc1 (stereo unspecified)	115	x	106	103	107	109	101	102	84
CC(CC(=O)c1ccccc1)=NCC(O)CN=C(C)CC(=O)c1ccccc1 (stereo unspecified)	86	107	104	99	95	100	84	108	116
CC(=O)CC(=O)NC(C)(C)C	93	96	100	102	97	123	116	104	102
C=C1C(=O)O[C@H]2[C@H]1CC/C(COC(=O)NCCc1ccc(OC)cc1)=C\CC[C@@]1(C)O[C@@H]21	62	-65*	67	69	88	-31*	0.3*	-53*	-58*
CCOC(=O)n1ncc2c(Nc3ccc(NS(=O)(=O)c4ccccc4)cc3)ncnc21	82	90	96	105	99	105	83	108	111
CCNc1ccc(C)cc1	84	97	90	102	103	99	95	101	109
CCOc1nc(N)ncc1OCCc1ccccc1	98	97	100	105	x	111	102	120	103
N#Cc1c2cccnc2c2nnc3cc(Cl)c(Cl)cc3n12	81	x	-20*	34	45	-3.1*	80	86	-51*
N#Cc1c(-c2ccc(F)cc2)n2c(nc1=O)SC(=O)C2=O	70	103	99	101	104	96	87	134	105
Cc1c(C(=O)C(SC(=S)N2CCOCC2)SC(=S)N2CCOCC2)nnn1-c1ccc(Cl)cc1	102	92	109	101	103	108	93	108	106
COc1cc2c(OC)c(-c3c(C)cc4c(-c5nc6ccccn6c5NC(C)(C)C)c(OC)c(OC)cc4c3OC)c(C)cc2c(-c2nc3ccccn3c2NC(C)(C)C)c1OC	25	57	47	38	64	55	68	28	38
O=C1C2=C(Nc3ccccc3N2)OC1c1ccc(Cl)cc1 (stereo unspecified)	96	86	94	101	82	58	74	122	96
CCCCCN(CCCCC)CC(O)c1cc2c(c3ccc(Cl)cc13)CCCC2 (stereo unspecified)	74	55	71	83	99	53	96	79	42
CCCCCCNc1ncnc2c1cnn2C	90	78	91	100	110	101	88	98	98
COc1ccc(-c2nnc(Nc3ccc(Br)cc3)o2)cc1OC	95	79	107	102	99	97	97	107	103
CC(=O)C1CCC2C3C=C(C)C4=CC(=O)CCC4(C)C3(F)C(O)CC12C (stereo unspecified)	114	x	114	98	124	118	85	121	111
O=C(NCc1ccccc1)NS(=O)(=O)c1c[nH]c(=S)[nH]c1=O	105	85	90	107	113	120	109	102	76
COc1ccc2c(c1)CC(O)CC1C(=O)N(CCO)CC(=O)C21 (stereo unspecified)	97	88	103	108	101	107	102	104	103
O=C1NC(=O)C(Cc2ccc(OCc3ccc(-c4ccc(F)cc4)cc3)cc2)S1 (stereo unspecified)	99	55	70	90	94	109	96	102	110
O=C(Nn1cc(-c2ccc3ccccc3c2)sc1=Nc1ccccc1)c1cc2ccc1CCc1ccc(cc1)CC2	73	92	98	100	98	101	94	104	94
COc1ccccc1/C=N/Nc1nc2ccccc2s1	101	101	99	55	102	108	88	80	85
N#Cc1c(-c2cc(=O)oc3ccc(Cl)cc23)c(C#N)c2c(C#N)c(N)nn2c1N	108	85	104	111	100	91	84	114	102
NC(=O)n1cccc1	95	69	105	104	94	105	96	99	86
CC(=O)CC(c1ccccc1)c1c(-c2ccccc2)[nH]c2cc(C)ccc12 (stereo unspecified)	67	73	69	89	89	75	67	95	90
c1ccc(-c2c3c(cn2CCN2CCOCC2)-c2oncc2CC3)cc1	66	94	109	113	97	108	93	119	109

Individual results from the entries so far:
Under A498, CCCCCN(CCCCC)CC(O)c1cc2c(c3ccc(Cl)cc13)CCCC2 (stereo unspecified) is entered as 74
Under NCI-H460, CC(=O)CC(c1ccccc1)c1c(-c2ccccc2)[nH]c2cc(C)ccc12 (stereo unspecified) is entered as 89
Under RXF 393, COc1ccccc1/C=N/Nc1nc2ccccc2s1 is entered as 108
Under COLO 205, c1ccc(-c2c3c(cn2CCN2CCOCC2)-c2oncc2CC3)cc1 is entered as 119

Remaining list, next part.
SMILES	A498	NCI-H522	NCI-H23	NCI-H460	NCI-H322M	RXF 393	NCI-H226	COLO 205	HT29
Cn1cc(-c2nc(-c3c[nH]c4ncc(F)cc34)cs2)c2cccnc21	109	140	92	96	107	98	99	x	112
COc1ccc(Nc2nc3ccc(NC(=O)Nc4cccc(Cl)c4)cc3[nH]c2=O)cc1	90	76	101	97	88	91	103	109	74
CCOC(=O)C1=C(N)Oc2cc(OC)ccc2C1c1ccc(F)c(F)c1 (stereo unspecified)	4.5*	-6.4*	45	17	47	-9.6*	68	25	3.0*
Cc1ccc(S(=O)(=O)NCCNc2nccc(-c3c(-c4cccc(N)c4)nc4sccn34)n2)cc1	92	83	92	95	108	102	80	105	92
COc1ccc(-c2nc(N)n(C(=S)Nc3ccccc3)n2)cc1	x	88	92	x	101	103	93	105	99
CC/C(=C(\c1ccccc1)c1ccc(OCCNC)cc1)c1ccccc1	-62*	-75*	-91*	-71*	-100*	-98*	-84*	-85*	-90*
CN(C)CCC(C(=O)c1ccccc1)c1ccccn1 (stereo unspecified)	110	98	112	107	118	108	97	101	101
CN1CCN(C(=O)[C@]23CCC(C)(C)C[C@H]2C2=CC[C@@H]4[C@@]5(C)CCC(=O)NC(C)(C)[C@@H]5CC[C@@]4(C)[C@]2(C)CC3)CC1	87	103	90	102	90	87	101	94	89
COc1ccc(Cl)cc1NC(=O)NNC(=O)C(=O)Nc1ccc(F)cc1	102	100	104	104	111	84	99	115	105
COc1cc(-c2cc(-c3c[nH]c4ccccc34)nc(-c3c[nH]c4ccccc34)c2C#N)cc(OC)c1OC	103	93	93	107	93	120	87	107	105
c1ccc(Nc2ccccn2)nc1	112	88	96	97	100	98	89	104	100
O=C1/C(=C/C2=Cc3ccccc3OC2)SC(=S)N1c1ccc(O)cc1	106	73	91	99	97	105	97	107	98
O=C(Nc1ccccc1)Nc1ccccc1C(=O)O	84	109	105	109	107	102	101	116	110
CCC1=Cc2cc(Cl)cc(Cl)c2OC12C=Cc1cc(Cl)cc(Cl)c1O2 (stereo unspecified)	104	97	99	111	105	113	106	119	109
COC(=O)c1nc(Br)cnc1N	112	69	98	106	97	116	100	90	95

Reformatted bar-delimited: three of the compounds above.
molecule | A498 | NCI-H522 | NCI-H23 | NCI-H460 | NCI-H322M | RXF 393 | NCI-H226 | COLO 205 | HT29
COc1ccc(Nc2nc3ccc(NC(=O)Nc4cccc(Cl)c4)cc3[nH]c2=O)cc1 | 90 | 76 | 101 | 97 | 88 | 91 | 103 | 109 | 74
CCOC(=O)C1=C(N)Oc2cc(OC)ccc2C1c1ccc(F)c(F)c1 (stereo unspecified) | 4.5* | -6.4* | 45 | 17 | 47 | -9.6* | 68 | 25 | 3.0*
Cc1ccc(S(=O)(=O)NCCNc2nccc(-c3c(-c4cccc(N)c4)nc4sccn34)n2)cc1 | 92 | 83 | 92 | 95 | 108 | 102 | 80 | 105 | 92

Going on with the list.
SMILES	A498	NCI-H522	NCI-H23	NCI-H460	NCI-H322M	RXF 393	NCI-H226	COLO 205	HT29
COC(=O)[C@]12CC[C@@H](C)[C@H](C)[C@@H]1C1=CC[C@@H]3[C@@]4(C)C(C=O)=C[C@@](C)(CO)[C@@H]4C(=O)C[C@@]3(C)[C@]1(C)CC2	x	27	49	33	72	x	68	45	48
NC(=S)N/N=C\c1[nH]c(=O)nc2ccccc12	97	91	105	107	102	95	98	118	95
FC(F)(F)c1cccc(N2NC(=S)N3C=CC=CC32)c1 (stereo unspecified)	102	72	108	115	115	128	106	114	82
Cc1ccccc1S(=O)(=O)N1C(=O)c2ccccc2S1(=O)=O	x	108	95	105	107	110	105	109	113
CC(=C/c1ccccc1)/C=N/NC(=O)C[N+](C)(C)C	97	89	105	114	115	123	105	120	99

Of the compounds above, these contain a COOH group.
SMILES	A498	NCI-H522	NCI-H23	NCI-H460	NCI-H322M	RXF 393	NCI-H226	COLO 205	HT29
O=C(O)c1ccc(N2CCCCC2)cc1O	103	89	94	102	101	105	107	102	108
O=C(Nc1ccccc1)Nc1ccccc1C(=O)O	84	109	105	109	107	102	101	116	110

This is a random part of the collection (roughly 12% active in at least one column).
